CHT PAM = allosterically activates the human high affinity choline transporter; CHT-expressing cells, membrane potential dye, choline EC20; active compounds read high; LV-AA mutant CHT in HEK293 cells; B-score at 10 µM; 0.49% of 310,000 active; AID 488977;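 active means initial fluorescence not abnormally high and integrated response B-score, plate-corrected, over 3 SD above library mean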
Target sequence (Q9GZV3 whole entry, looked up): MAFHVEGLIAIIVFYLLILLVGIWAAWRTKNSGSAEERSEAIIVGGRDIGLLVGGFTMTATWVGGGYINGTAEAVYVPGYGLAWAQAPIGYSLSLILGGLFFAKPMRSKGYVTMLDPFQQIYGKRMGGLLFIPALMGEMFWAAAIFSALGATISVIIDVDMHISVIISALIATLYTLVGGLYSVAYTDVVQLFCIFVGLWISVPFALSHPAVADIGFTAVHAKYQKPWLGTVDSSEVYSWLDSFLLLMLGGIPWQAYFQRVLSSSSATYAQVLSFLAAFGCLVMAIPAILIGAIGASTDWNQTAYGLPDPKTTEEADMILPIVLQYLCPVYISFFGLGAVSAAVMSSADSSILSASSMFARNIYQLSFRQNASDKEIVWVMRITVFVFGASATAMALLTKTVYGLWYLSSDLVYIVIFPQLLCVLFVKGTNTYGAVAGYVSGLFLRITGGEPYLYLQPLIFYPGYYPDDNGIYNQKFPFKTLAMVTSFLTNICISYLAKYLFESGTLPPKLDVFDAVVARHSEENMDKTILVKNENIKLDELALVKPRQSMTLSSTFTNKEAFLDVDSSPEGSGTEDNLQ
CHT block = human CHT choline transport inhibition | 0.86% of 310,000 active | Q9GZV3 | AID 488975 | CHT-expressing cells, membrane potential dye, choline response; active compounds read low | B-score at 10 µM;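 active means B-score over 3 SD under the library average, and starting fluorescence ratio not unusually high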;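 further: choline stimulus applied at its EC90 after an EC20 pre-addition; B-score computed on integrated fluorescence ratio after choline addition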
Numbers without * were called inactive; i = inactive.

SMILES | CHT block | CHT PAM
CCOC(=O)c1c(N)n[nH]c1-c1ccc(OC)cc1 | i | i
O=C1/C(=C/c2ccc(Cl)cc2)SC(=S)N1CCC(=O)N1CCCCC1CCO (stereo not given) | i | i
COc1ccc(Br)cc1CN1C(=O)NC2(CCCCCC2)C1=O | i | i
C/C(=N\NC(=O)COc1cccc2ccccc12)c1cccs1 | i | i
CCCC[C@H]1C2=C3[C@@H](CC(C(=O)OC)=C[C@@H](C(=O)OC)[C@H]3C(C)(C)C2=O)n2c(=O)n(-c3ccccc3)c(=O)n21 | i | i
CCC(CC)C(=O)Nc1c2cnn(-c3ccccc3)c2nc(=O)n1-c1ccccc1 | i | i
CCn1nc(C)c(CNC(=O)c2ccc(OC3CCN(Cc4ccccn4)CC3)cc2)c1C | i | i
Cc1ccc(CSc2nnc(-c3ccc(S(=O)(=O)N4CCCC4)cc3)o2)cc1 | i | i
COc1ccccc1N(CN1C(=O)c2ccccc2C1=O)C(=O)c1cccnc1 | i | i
COc1ccc(N(CC(=O)NCC2CCCO2)S(=O)(=O)c2c(C)noc2C)cc1 (stereo not given) | i | i
c1ccn2cc(CSc3nnc4ccccn34)nc2c1 | i | i
COc1ccc(N2C(=O)c3ccccc3C2O)cc1 (stereo not given) | i | i
Cc1ccc(CN2CCN(Cc3ccc(O)cc3)CC2CCO)o1 (stereo not given) | i | i
c1ccc(-c2nnc3n2-c2ccccc2SC3)cc1 | i | i
CCc1nnc(NC(=O)c2ccc3ncsc3c2)s1 | i | i
Cc1nnc(N(C)C(=O)c2ccncc2)s1 | i | i
C=CCONC(=O)c1cc(OCC(F)(F)F)ccc1OCC(F)(F)F | i | i
Cc1cc(C)nc(N2CCC(C(=O)NC3CC3)CC2)n1 | i | i
COc1ccc(CC(=O)NCc2ccccn2)cc1OC | i | i
CCOc1cccc2cc(-c3csc(NC(=O)CCC(=O)NCCN4CCCCC4C)n3)c(=O)oc12 (stereo not given) | i | i
COc1ccc(S(=O)(=O)Cc2ccc(C(=O)NC(C)C)o2)cc1 | i | i
CC1CC(=O)c2cnc(NCc3ccco3)nc2C1 (stereo not given) | i | i
O=C(CN1CCN(CC(=O)Nc2cccc(F)c2)CC1)Nc1ccc(-c2ccccc2)cc1 | i | i
CSc1cccc(CN2CCC(Oc3cccc(C(=O)N4CCCC4)c3)CC2)c1 | i | i
CCOC(=O)Cc1csc(NC(=O)COc2ccc(N(C)S(=O)(=O)c3ccc(C)cc3)cc2)n1 | i | i
CCOC(=O)N1CCN(C(=O)CSc2nc(=O)n3cccc(C)c3n2)CC1 | i | i
CC1=C(C(=O)OCCNC(=O)c2cccnc2)C(c2cccc([N+](=O)[O-])c2)C(C(=O)OCCN(C)C)=C(C)N1 (stereo not given) | i | i
CCn1cc(S(=O)(=O)NCCc2ccc(F)cc2)cn1 | i | i
Cc1ccc(S(=O)(=O)N2CCCC(C(=O)Nc3ccc(C(=O)O)cc3)C2)cc1Cl (stereo not given) | i | i
Cc1csc(NC(=O)c2ccc(S(=O)(=O)N3CCN(C)CC3)cc2)n1 | i | i

Brought forward from above: two entries, followed by the next part.
SMILES | CHT block | CHT PAM
Cc1ccc(S(=O)(=O)N2CCCC(C(=O)Nc3ccc(C(=O)O)cc3)C2)cc1Cl (stereo not given) | i | i
Cc1csc(NC(=O)c2ccc(S(=O)(=O)N3CCN(C)CC3)cc2)n1 | i | i
CC(=O)N(Cc1ccccc1)Cc1nc2sc(C)c(C)c2c(=O)[nH]1 | i | i
O=C(COc1ccc(S(=O)(=O)N2CCCCC2)cc1)N1CCCCCC1 | i | i
COC(=O)C1=C(C)N(CCc2ccccc2)C(=O)/C1=C\c1ccco1 | i | i
CCN1CCN(CCCN(Cc2ccco2)C(=S)Nc2cccc(Cl)c2C)CC1 | i | i
C=CCC1(C#N)C(=S)NC(C)=C(C(=O)OCC)C1c1ccccc1 (stereo not given) | i | i
CCOC(=O)c1ccc(NC(=O)c2ccc(OC(C)C)c(OC)c2)cc1 | i | i
CCCN(CC(=O)Nc1ccccc1C)C(=O)C1CCN(c2ncnc3sc(C)c(C)c23)CC1 | i | i
CCOC(=O)C1C(=O)Nc2nc3ccccc3n2C1C(C)C (stereo not given) | i | i
N#CCCn1cc(C=C(C#N)C#N)c(-c2ccc(Cl)cc2)n1 | i | i
Cc1ccc(C=Nc2ccccc2C(=O)Nc2ccccc2)cc1 | i | i
COc1ccc(Cn2c(C)c(C)c(C#N)c2NC(=O)Nc2ccc(Cl)cc2)cc1 | i | i
Cc1ccc(C(=O)/C=C/c2ccco2)c(O)c1 | i | i
Cc1ccc(-c2c(C)nn3c(N4CCOCC4)cc(C)nc23)cc1 | i | i
CCn1ncc(CN2CCN(Cc3ccc(OC)c(C)c3C)C(CCO)C2)c1C (stereo not given) | i | i
CCOC(=O)C1=C(C)N=c2s/c(=C\c3ccc(C(=O)O)cc3)c(=O)n2C1c1ccc(F)cc1 (stereo not given) | i | i
O=[N+]([O-])c1cccc(/C=N\N2CCN(Cc3ccccc3Cl)CC2)c1 | i | i
Cc1cc(C)cc(NC(=O)C2CCCN2/C=C/C(=O)C(F)(F)F)c1 (stereo not given) | i | i
COc1cccc(NC(=S)NCc2ccncc2)c1 | i | i
Cc1cc(=O)[nH]c(SCC(=O)Nc2ccccc2C#N)c1C#N | i | i
O=c1nc(SCc2cccc(C(F)(F)F)c2)nc2ccccn12 | i | i
NC(=O)CC(NC(=O)c1cccc(Br)c1)c1ccc(NCC2CC2)c([N+](=O)[O-])c1 (stereo not given) | i | i
CC(=O)/C=C\c1ccccc1OC(=O)c1cc2ccccc2oc1=O | i | i
CCCCn1c(-c2cccc(F)c2)nc2c1c(=O)[nH]c(=O)n2CC(C)C | i | i
COc1ccc(NC(=O)CSCc2ccccc2C)cc1 | i | i
COc1ccccc1C(=O)NCCCn1cc(Br)c(C)n1 | i | i
Cc1ccccc1CC(=O)NC1CCN(Cc2ccccc2)CC1 | i | i
CCOC(=O)C1=C(C)NC(SCC(N)=O)=C(C#N)C1c1cccs1 (stereo not given) | i | i
O=C(NC(=S)Nc1ccc2[nH]c(=O)[nH]c2c1)c1ccccc1[N+](=O)[O-] | i | i
C=C(C(=O)O)C1CCC2(C)CCCC(C)(O)C2C1 (stereo not given) | i | i
CCn1c(SCC(=O)c2ccc3c(c2)Cc2ccccc2-3)nnc1-c1ccc(N)cc1 | i | i
CCC(=O)Nc1ccc2c(c1)ncn2-c1ccccc1OC | i | i
CN(C)/C=N/S(=O)(=O)c1ccc(Cl)cc1 | i | i
COc1cccc(NC(=O)C(=O)NCC2CCCN2S(=O)(=O)c2ccccc2)c1 (stereo not given) | i | i
CCC(=O)N1CCN(c2ccc(NC(=S)NC(=O)c3cc4ccccc4o3)cc2)CC1 | i | i
Nc1nc(F)cc(NCc2ccccc2)n1 | i | i
O=C(NCc1ccccc1)c1cccc(COc2ccc3c(c2)CCC3)c1 | i | i
Oc1ccc2c(c1)C1CCCC1(N1CCOCC1)O2 (stereo not given) | i | i
Cc1c(C)n(Cc2ccccc2)c2ncnc(NCCCO)c12 | i | i
O=C(NC(=S)Nc1ccc(NC(=O)c2ccccc2)cc1)c1ccc(F)cc1 | i | i
O=C(Nc1ccno1)Nc1ccc(Cl)cc1Cl | i | i
COc1ccc(-c2nc(SCc3ccc(C#N)cc3)[nH]c(=O)c2C#N)cc1 | i | i
CNC(=O)C1CC(=O)N(Cc2ccc(OC)c(OC)c2)C(=Nc2ccc(OC)cc2)S1 (stereo not given) | i | i
Cn1c(CSc2ccccc2)c(C#N)c2ccccc21 | i | i
COc1ccc(CCNc2nc3c(c(=O)n(C)c(=O)n3C)n2C)cc1OC | i | i
Cc1ccc(-c2cc3ccccc3nc2N)cc1 | i | i
COCC(C)Nc1ccc(S(=O)(=O)N2CCCC2)cc1[N+](=O)[O-] (stereo not given) | i | i
O=C1/C(=N\S(=O)(=O)c2cccs2)C([n+]2cccc(Cc3ccccc3)c2)=C([O-])c2ccccc21 | i | i
COC(=O)c1c(NC(=O)c2ccco2)sc2c1CCN(C(C)C)C2 | i | i
O=C(/C=C/c1ccc(Cl)c([N+](=O)[O-])c1)c1cccnc1 | i | i
CCOC(=O)c1cnn(-c2ccccc2)c1NC(=O)CN1CCCCC1 | i | i
CC(C)Oc1ccc(-c2nn(-c3ccccc3)cc2/C=c2\sc3ncnn3c2=O)cc1 | i | i
ONC(=Nc1ccc(Cl)cc1)c1ccccc1 | i | i
COc1ccc(CN2C(=O)c3cccnc3C2=O)cc1S(=O)(=O)N(C)Cc1ccco1 | i | i
CCCCOc1ccc(N(CC(=O)NCC2CCCO2)C(=O)CCC(=O)Nc2cc(C)ccn2)cc1 (stereo not given) | i | i
COc1ccc(NC(=O)NNC(=O)COc2ccc3ccccc3c2)cc1 | i | i
CCCNC(=O)CS(=O)Cc1nc(-c2ccccc2C)oc1C (stereo not given) | i | i
CN(C)c1nc(N)nc(Cn2nnc(-c3ccc(C(F)(F)F)cc3)n2)n1 | i | i
CN(C)CCCCOc1cccc(Br)c1 | i | i
N#Cc1c(N)c2ccccn2c1C(=O)c1ccc(Br)cc1 | i | i
COc1ccc(-c2cn(-c3ccc(OC)cc3)c3[n+]2-c2ccccc2CC3)cc1 | i | 9.51*

Complete entries as entered above:
Cn1c(CSc2ccccc2)c(C#N)c2ccccc21 is listed as CHT block: i; CHT PAM: i
CC(C)Oc1ccc(-c2nn(-c3ccccc3)cc2/C=c2\sc3ncnn3c2=O)cc1 is listed as CHT block: i; CHT PAM: i

New compounds follow
SMILES | CHT block | CHT PAM
COc1cc(S(=O)(=O)N2CCN=C2c2ccccc2)c(OC)cc1Cl | i | i
O=C(CN1CCN(C(=O)c2ccco2)CC1)Nc1cc(C(F)(F)F)ccc1Cl | i | i
CCN(CC)S(=O)(=O)c1ccc2c(c1)nc(CCC(=O)Nc1ccc(N3CCOCC3)cc1)n2C | i | i
S=C(Nc1ccc(N2CCOCC2)cc1)Nc1ccc2nc(-c3ccco3)c(-c3ccco3)nc2c1 | i | i
O=C(CSc1nnc(-c2cccnc2)n1-c1ccccc1)Nc1ccc2c(c1)OCO2 | i | i
O=C(CSc1nnc(C2CC2)n1-c1ccccc1)NCCN1C(=O)CSC1=O | i | i
CCNC(=S)N(Cc1cc2cc(C)c(C)cc2[nH]c1=O)C1CCCC1 | i | i
O=C(CSc1nnc(NC(=O)C2CC(=O)N(c3ccc(F)cc3)C2)s1)NCC1CCCO1 (stereo not given) | i | i
CCc1ccccc1-n1c(SCC(=O)N2CCCC2)nnc1-c1ccccn1 | i | i
Cc1cc(C)n(C(=O)c2cccc(S(=O)(=O)N3CCCCC3)c2)n1 | i | i
CC(C)CSc1n[nH]c(=S)s1 | i | i
Cc1ccc(N2CCN(C(=O)c3cc(C(=O)c4ccccc4C)c[nH]3)CC2)c(C)c1 | i | i
CCOC(=O)c1c(CN(C)C)n(-c2ccccc2)c2cc(Br)c(OC)cc12 | i | i
Cc1ccc(NC(=O)c2cccnc2)c([N+](=O)[O-])c1 | i | i
Cc1cc(C)cc(C(=O)NCC(=O)OCC(=O)Nc2cccnc2Cl)c1 | i | i
COc1ccc(CC(=O)NNS(=O)(=O)c2ccccc2[N+](=O)[O-])cc1OC | i | i
CCC/C(O)=C1\C(=O)CC(C)(C)CC1=Nc1cccc([N+](=O)[O-])c1 | i | i
Cn1c(=O)[nH]c(=O)c2[nH]c(CN3CCN(Cc4ccccc4)CC3)nc21 | i | i
Cc1ccc(C(=O)N/N=C\c2cc3c(cc2Br)OCO3)s1 | i | i
COC(=O)N/N=C/c1ccc(/C=N/NC(=O)OC)cc1 | i | i
O=c1[nH]cnc2scc(-c3ccccc3)c12 | i | i
CCOc1ccc(NC(=O)C(c2ccccn2)N(C(=O)CCl)c2ccc(OCC)cc2)cc1 (stereo not given) | i | i
COc1ccc(C2=C(C=C(C#N)C#N)C(c3ccccc3C)c3ccccc3O2)cc1OC (stereo not given) | i | i
CN1CCN(C(=O)CSc2nnc(COc3ccccc3)o2)CC1 | i | i
Cc1cc(C)n(CC(=O)N/N=C/c2cc([N+](=O)[O-])ccc2O)n1 | i | i
COc1cccc(C(c2nnnn2CCc2ccccc2)N2CCN(c3ccccc3)CC2)c1OC (stereo not given) | i | 6.79*
CCCCN(C(C)=O)C1CC(=O)N(c2ccc(OCCC)cc2)C1=O (stereo not given) | i | i
COc1ccc(NC(=O)c2ccc(OCc3c(C)noc3C)c(OC)c2)cn1 | i | i
Cc1csc(NC(=O)CSc2nnc(C)c(=O)n2N)n1 | i | i
Cc1csc2c(=O)sc(NC(=O)c3ccco3)nc12 | i | i
C=CCn1c(COc2cccc(C)c2)nnc1SCC(=O)NC(=O)NCc1ccco1 | i | i
COc1cc2c(cc1OC)C1(Nc3c-2c(-c2ccccc2)nn3-c2ccccc2)C(=O)Nc2ccccc21 (stereo not given) | i | i
CCC(c1nnc(SCC(=O)NNC(=O)c2ccccc2)n1Cc1ccccc1)N(C)C (stereo not given) | i | i
CN(C)/C=C/C(=O)c1ccc(Cl)cc1 | i | i

A portion taken from the entries so far, for reference:
SMILES | CHT block | CHT PAM
Cc1csc2c(=O)sc(NC(=O)c3ccco3)nc12 | i | i
C=CCn1c(COc2cccc(C)c2)nnc1SCC(=O)NC(=O)NCc1ccco1 | i | i
COc1cc2c(cc1OC)C1(Nc3c-2c(-c2ccccc2)nn3-c2ccccc2)C(=O)Nc2ccccc21 (stereo not given) | i | i
CCC(c1nnc(SCC(=O)NNC(=O)c2ccccc2)n1Cc1ccccc1)N(C)C (stereo not given) | i | i
CN(C)/C=C/C(=O)c1ccc(Cl)cc1 | i | i
